NR2E3 ag-1: activates human photoreceptor nuclear receptor NR2E3. Q9Y5X4. GST-NR2E3/biotin-RetCOR TR-FRET, 1536-well. inhibition of corepressor binding, % at 4.78 µM. 320,000 tested, 0.12% active. AID 2300;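 active = percent inhibition above the cutoff of mean plus 3 SD of all tested compounds, set per screening campaign, cut at about 20% in these data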;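 also: 0% = DMSO wells and 100% = biotin wells as full block of FRET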
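Material: NR2E3–RetCOR corepressor complex | Quantity: 1.35 nM GST-tagged NR2E3 final | Schedule: 5 h at 4 °C | Replication: Singlicate compound wells | Reagent: RetCOR corepressor, biotinylated, 7 nM | Controls: Biotin wells as high control, 0.6% DMSO wells as low control | Signal: TR-FRET, Eu(K)-anti-GST donor, streptavidin-D2 acceptor, ex 340, em 617/671 nm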
Shn3 3UTR inh: Schnurri-3 reporter inhibition in Clone20 osteoblasts; Clone20 osteoblast Shn3 3'UTR firefly luciferase, 24 h; inhibition, % at 12.5 µM; 360,000 tested, 0.52% active;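 active = mean inhibition of at least 75% with every replicate also reaching 75%; inconclusive = mean inhibition at least 75% but some replicate below; inactive = mean inhibition below 75%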;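 also: 0% = median of neutral control wells and 100% = pilot-screen positive control compound; some compounds past the cut are filed as inactive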
HIF-2a inh: HIF-2a inhibition; AID 624352; inhibition, % at 18.8 µM; 786-0 RCC cells HIF-2a reporter, luciferase luminescence, overnight; 360,000 tested, 0.72% active;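 active = inhibition of the luminescence signal of 40% or more relative to plate controls, in a single-dose primary screen at 18.75 µM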
H9c2 protect: modulators protecting cardiomyocytes from myocardial damage; H9c2 cardiomyocytes, H2O2 injury protection, ATPLite, 2 h; 360,000 tested, 0.63% active; protection from H2O2 cell death, % at 20 µM; AID 588492;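 active = compounds giving at least 50% protection of heart cells from peroxide-induced death in the single-dose screen, raw or plate-pattern-corrected value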;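 also: 0% = DMSO wells with peroxide and 100% = DMSO wells without peroxide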
m5-HT2A agonist: agonists of mouse serotonin 5-HT2A receptor (HTR2A). AID 624169. CHO-K1 mHTR2A beta-arrestin complementation, luminescence; percent of 30 µM serotonin response. activation, % at 7.6 µM. 360,000 tested, 0.66% active. P35363;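 active = activation above a run cutoff, the mean activation of all tested compounds plus 3 SD, cut at about 14% in these data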;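 also: 0% = plate median of compound wells and 100% = 30 µM serotonin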
Target sequence (P35363 whole entry, looked up): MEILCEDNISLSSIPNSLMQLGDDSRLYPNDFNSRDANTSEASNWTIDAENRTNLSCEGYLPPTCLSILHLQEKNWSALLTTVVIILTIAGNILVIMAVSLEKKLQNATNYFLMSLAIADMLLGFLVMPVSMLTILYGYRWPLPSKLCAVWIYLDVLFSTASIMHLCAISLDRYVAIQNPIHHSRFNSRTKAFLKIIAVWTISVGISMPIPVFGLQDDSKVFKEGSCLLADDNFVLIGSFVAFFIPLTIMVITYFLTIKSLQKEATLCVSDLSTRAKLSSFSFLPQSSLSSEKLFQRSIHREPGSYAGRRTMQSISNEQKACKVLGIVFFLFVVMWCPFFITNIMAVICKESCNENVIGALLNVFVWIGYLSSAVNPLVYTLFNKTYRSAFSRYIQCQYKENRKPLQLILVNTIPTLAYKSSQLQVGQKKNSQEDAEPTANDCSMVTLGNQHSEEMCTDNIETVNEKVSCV
Peg3 prom inh: inhibitors of Peg3 promoter | HeLa PEG-Prom luciferase reporter, luminescence, overnight | inhibition, % at 20 µM | 360,000 tested, 1.7% active | AID 588405;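 active = inhibition of at least 50% at 20 µM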
NR2E3 ag-2: agonists of human NR2E3 nuclear receptor; Q9Y5X4; CHO-S Gal4-NCOR/VP16-NR2E3 two-hybrid, luciferase; inhibition of corepressor binding, % at 3.98 µM; 360,000 tested, 0.35% active; AID 602229;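 active = inhibition above the mean of all tested compounds plus 3 SD, cut at about 70% in these data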;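 also: 0% = DMSO with NR2E3 transfected cells and 100% = cells lacking NR2E3 construct; higher means lower luciferase signal from less NR2E3 corepressor binding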
hiPSC survival: enhancers of human iPSC single-cell survival; 360,000 tested, 0.044% active; hiPSC single-cell survival, ATPlite luminescence; 100% = ROCK inhibitor wells, 0% = DMSO; survival enhancement, % at 20 µM; in the data active = survival enhancement above about 18%;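 also: cells exposed to compounds for 16 hours before the ATP read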
MITF TRPM1 inh: inhibitors of MITF-driven TRPM1 promoter in melanoma cells; SK-MEL-5 TRPM1 promoter luciferase, 24 h; inhibition, % at 12.5 µM; 330,000 tested, 0.83% active;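 active = mean inhibition across replicates of 60% or more, whatever share of single replicates reaches that level; inconclusive = some that reach 60%, reason not given; inactive = mean inhibition across replicates below 60%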; also: values of inactives mirror those of a sister screen read the other way
PDI turbidity: blocks human protein disulfide isomerase activity. 350,000 tested, 0.052% active. inhibition, % at 10 µM. P07237. PDI insulin aggregation turbidity, A650, 90 min. AID 588391;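 active = mean inhibition across replicates of 30% or more, whatever share of single replicates reach that level; inconclusive = mean inhibition below 30% while every single replicate reaches 30%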;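 also: absorbance from insulin aggregation driven by PDI reduction with DTT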
Target sequence (P07237 whole entry, looked up): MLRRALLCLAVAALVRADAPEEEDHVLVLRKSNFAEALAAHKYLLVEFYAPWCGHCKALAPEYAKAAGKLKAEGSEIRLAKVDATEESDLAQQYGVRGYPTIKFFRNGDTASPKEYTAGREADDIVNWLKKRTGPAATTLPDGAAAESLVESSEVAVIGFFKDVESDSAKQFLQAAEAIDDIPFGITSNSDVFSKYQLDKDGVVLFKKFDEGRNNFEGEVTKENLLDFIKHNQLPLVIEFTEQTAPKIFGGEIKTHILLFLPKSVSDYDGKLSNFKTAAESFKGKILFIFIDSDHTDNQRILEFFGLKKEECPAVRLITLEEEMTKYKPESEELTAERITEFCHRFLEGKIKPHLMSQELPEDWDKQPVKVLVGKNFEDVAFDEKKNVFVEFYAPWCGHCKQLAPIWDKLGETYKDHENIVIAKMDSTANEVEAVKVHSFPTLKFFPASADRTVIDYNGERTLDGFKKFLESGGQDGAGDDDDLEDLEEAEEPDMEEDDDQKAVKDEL
CaV13 FRET inh: Disruptors of the CACNA1D IQ motif to Ca2+-dependent inactivation inhibitor domain association, primary screening, Förster resonance energy transfer in intact living …; HEK cells, CFP/YFP FRET ICDI-IQ, plate reader, 10 min; percent FRET-ratio fall versus neutral wells; inhibition, % at 12.3 µM; 340,000 tested, 0.098% active; AID 743397;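 active = mean replicate inhibition of at least 30% and at least 1% of replicates passing that level; inconclusive = only one of the two criteria is met; inactive = neither criterion is met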;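 also: 0% = median of the neutral control wells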
* hit, by the source's call; u = inconclusive; x = not tested or not shown.

SMILES	NR2E3 ag-1	Shn3 3UTR inh	HIF-2a inh	H9c2 protect	m5-HT2A agonist	Peg3 prom inh	NR2E3 ag-2	hiPSC survival	MITF TRPM1 inh	PDI turbidity	CaV13 FRET inh
Cc1cccc(N2CCN(C(=O)CN3C(=O)C4CC=CCC4C3=O)CC2)c1C (stereo unspecified)	2	-49	-165	-2	2	-88	-46	-0.7	-17	3	-3
O=C(CNCc1cccc2ccccc12)Nc1ccccc1[N+](=O)[O-]	0	-1	-16	2	-2	13	15	0.2	6	2	x
COc1cc(S(=O)(=O)N2CCN(c3ccccc3F)CC2)c(OC)cc1Cl	2	6	2	-11	-2	16	-9	4.4	-13	-5	x
O=C(COC(=O)c1ccccc1NCCO)NCc1cccs1	4	-20	-44	-3	4	-33	-34	-0.4	-16	2	-6
C=CCn1c(SCc2nc(N)nc(N3CCCCC3)n2)nnc1-c1ccco1	6	1	-1	-1	-2	10	-1	-1.3	4	-3	-6
COc1ccc(/C=C(\C#N)C(=O)Nc2cccc3ncccc23)cc1OC	8	14	19	1	5	20	8	2.2	4	-4	-9
CCc1ccc2c(c1)C(c1ccc([N+](=O)[O-])cc1)=NNC(c1ccc(C)cc1)=N2	-3	6	-20	0	-3	18	-54	0.5	-18	-7	-15
Cc1ccc(CNC(=O)C2CC3Cn4c(nc5cc(Cl)c(Cl)cc54)C3N2C)o1 (stereo unspecified)	2	-10	-16	1	-1	-4	9	2.2	-4	-4	-11
CCCCCCN1C[C@H](n2cc(-c3ccc(F)cc3)nn2)[C@@H](O)C[C@@H]1c1ccc(OC)cc1	x	-8	-3	-17	-5	3	1	-0.6	x	8	-6
Cc1cc2cc(CCNC(=O)c3ccc(S(=O)(=O)N4CCCC4)cc3)c(=O)[nH]c2cc1C	4	-2	20	1	3	42	6	-0.1	-1	-7	-3
COc1ccc(NC(=O)CCC(=O)OC(C(=O)c2ccccc2)c2ccccc2)cc1 (stereo unspecified)	-2	-32	5	1	4	-1	-2	-0.2	3	-1	-5
CN1C(=O)N(C)C2(c3ccccc3)NNC(N)=NC12c1ccccc1 (stereo unspecified)	-1	8	6	1	0	2	-18	-0.2	-10	0	-2
CC(=O)N(CCc1ccccc1)c1ccc2c(c1)C1CC2CCN1C(=O)OCc1ccccc1 (stereo unspecified)	x	u	0	-20	-6	19	6	-0.3	x	5	-4
O=C(COC(=O)c1ccccc1F)NCc1ccc2c(c1)OCO2	x	-3	5	1	-4	2	-19	0.8	-11	-3	-6
COCCCNc1nc2c(c(=O)n(Cc3cccc(Br)c3)c(=O)n2C)n1C	1	5	26	-1	1	28	13	-0.4	17	-1	-22
CC(=O)c1cccc(NC(=O)N2CCCC2C(=O)Nc2ccc3c(c2)OCO3)c1 (stereo unspecified)	1	-7	2	6	2	3	6	1.2	3	2	-6
COc1ccc(C(=O)NC(C)CCn2cccn2)cc1OC1CCN(C(C)C)CC1 (stereo unspecified)	2	8	5	2	13	13	-32	-0.4	5	-9	-2
CCOC(=O)C(C)NC(=O)CCc1nnc2ccc(N3CCCCC3)nn12 (stereo unspecified)	-4	-14	6	3	6	-2	-39	0.7	1	3	-16
O=C(CSc1ccccc1)Nc1ccc2c(c1)OCCO2	1	-14	-186	-6	0	-233	-2	-0.2	-50	-3	x
O=C(O)c1ccc2c(c1)CCCN2	2	x	11	0	-1	6	-22	-0.7	x	4	-21
CCOC(=O)CC(NC(=O)Cc1ccc(F)cc1)c1ccccc1Cl (stereo unspecified)	-2	7	8	-4	0	28	0	0.2	1	0	-5
COc1ccc2cc(C3CC(c4ccco4)=NN3S(C)(=O)=O)c(Cl)nc2c1 (stereo unspecified)	-1	-32	-6	-11	6	-3	-5	-0.5	-2	4	-7
O=C(O)[C@H]1CCC(=O)N1Cc1ccco1	5	-4	15	-2	2	8	-3	-0.2	2	-3	-4
Nc1nc(-c2ccco2)cs1	1	-11	-5	1	-1	-33	-17	0.7	4	11	x
O=C(NC(=S)Nc1ccc(Cl)cc1)c1ccccc1	-1	-12	-175	2	11	-81	-60	-0.2	-19	-2	-19
CCCCn1c(N)c(N(CCOC)C(=O)c2cc(-c3ccccc3Cl)nc3ccccc23)c(=O)[nH]c1=O	-2	-6	8	5	12	13	3	0.1	0	3	x
COC(=O)NC1(C(F)(F)F)C(=O)NC(C)=C1C(=O)OC (stereo unspecified)	3	-2	-5	-15	1	-5	11	-0.3	10	2	-7
COc1ccc(C2C(C#N)=C(C)NC3=C2C(=O)CC(C)(C)C3)cc1 (stereo unspecified)	-5	-7	13	1	-5	4	7	2.0	7	2	-3
Oc1ccc(Br)cc1-c1cc(-c2ccco2)[nH]n1	3	-9	-87	-15	3	0	-23	-3.9	13	-4	x
O=S1(=O)NC(c2ccccc2)CC(CC2CCCCC2)O1 (stereo unspecified)	1	-12	22	-14	-5	1	3	4.1	-4	4	-4
CCOC(=O)C1=CCN(S(=O)(=O)c2ccccc2Br)C1c1cccc(F)c1 (stereo unspecified)	x	5	16	-6	1	36	-15	0.3	x	x	-3
CCOC(=O)C(=CNc1cccnc1Oc1ccc(C)c2c1CCC2)C(=O)OCC	2	16	19	4	6	38	1	0.0	30	-6	-1
CC1CC(NC(=O)CCn2c(=O)oc3ccccc32)CC(C)(C)C1 (stereo unspecified)	1	1	8	3	-4	28	-5	2.9	8	x	-3
COC(=O)c1nn(-c2nc(-c3ccc(OC)c(OC)c3)cc(C(F)(F)F)n2)cc1[N+](=O)[O-]	-1	16	11	11	0	4	-19	-0.5	-13	-5	-15
COc1ccc(-c2nn(C)c(=O)c3ccccc23)cc1CNC(=O)c1ccco1	-1	4	6	14	-6	2	-4	2.7	6	-2	-7
CC(=O)n1cc(N(C(=O)CCl)c2ccccc2)c2ccccc21	-1	x	84*	-3	-5	45	-25	-0.6	66*	-3	-3
FC(F)(F)c1cc(Oc2ccc(Cl)cc2)nc(-c2ccccn2)n1	0	15	0	-1	-1	0	-12	-0.2	-4	-1	-6
CC(C)(C)c1[nH]nc2c1C(c1ccoc1)C(C#N)=C(N)O2 (stereo unspecified)	5	-7	18	-2	7	10	6	1.0	-6	-7	-2
COc1cc(NC(=O)CC(C)S(=O)(=O)c2cc3c(cc2C)NC(=O)CO3)cc(OC)c1OC (stereo unspecified)	3	-10	-4	3	2	5	-17	0.1	9	-5	-4
O=C(Cn1cnc2c(oc3nc4c(cc32)CCCC4)c1=O)Nc1ccccc1	0	-4	-13	-8	2	-3	-13	-0.1	6	-3	-6

A draw from above in order of number of heavy atoms, descending.
SMILES	NR2E3 ag-1	Shn3 3UTR inh	HIF-2a inh	H9c2 protect	m5-HT2A agonist	Peg3 prom inh	NR2E3 ag-2	hiPSC survival	MITF TRPM1 inh	PDI turbidity	CaV13 FRET inh
COC(=O)c1nn(-c2nc(-c3ccc(OC)c(OC)c3)cc(C(F)(F)F)n2)cc1[N+](=O)[O-]	-1	16	11	11	0	4	-19	-0.5	-13	-5	-15
CCOC(=O)C(=CNc1cccnc1Oc1ccc(C)c2c1CCC2)C(=O)OCC	2	16	19	4	6	38	1	0.0	30	-6	-1
O=C(Cn1cnc2c(oc3nc4c(cc32)CCCC4)c1=O)Nc1ccccc1	0	-4	-13	-8	2	-3	-13	-0.1	6	-3	-6
COc1ccc(C2C(C#N)=C(C)NC3=C2C(=O)CC(C)(C)C3)cc1 (stereo unspecified)	-5	-7	13	1	-5	4	7	2.0	7	2	-3
CC(=O)n1cc(N(C(=O)CCl)c2ccccc2)c2ccccc21	-1	x	84*	-3	-5	45	-25	-0.6	66*	-3	-3
CC(C)(C)c1[nH]nc2c1C(c1ccoc1)C(C#N)=C(N)O2 (stereo unspecified)	5	-7	18	-2	7	10	6	1.0	-6	-7	-2
COC(=O)NC1(C(F)(F)F)C(=O)NC(C)=C1C(=O)OC (stereo unspecified)	3	-2	-5	-15	1	-5	11	-0.3	10	2	-7
O=C(NC(=S)Nc1ccc(Cl)cc1)c1ccccc1	-1	-12	-175	2	11	-81	-60	-0.2	-19	-2	-19
Oc1ccc(Br)cc1-c1cc(-c2ccco2)[nH]n1	3	-9	-87	-15	3	0	-23	-3.9	13	-4	x
O=C(O)[C@H]1CCC(=O)N1Cc1ccco1	5	-4	15	-2	2	8	-3	-0.2	2	-3	-4

Following part
SMILES	NR2E3 ag-1	Shn3 3UTR inh	HIF-2a inh	H9c2 protect	m5-HT2A agonist	Peg3 prom inh	NR2E3 ag-2	hiPSC survival	MITF TRPM1 inh	PDI turbidity	CaV13 FRET inh
Cc1c(CC(=O)O)c(=O)oc2c(C)c(OCc3c(F)cccc3Cl)ccc12	x	-6	10	3	2	9	-35	0.3	5	0	-3
CCCCOc1ccc(C(=O)OCC(=O)N2CCOCC2)cc1	-1	10	-10	-1	11	-4	-32	-0.5	-9	9	-2
COc1ccc(NC(=O)N(C)C[C@H]2Oc3ccc(NC(=O)C4CC4)cc3C(=O)N([C@H](C)CO)C[C@@H]2C)cc1	x	-4	9	-6	8	-2	-30	0.9	2	-3	-7
Cn1cc([N+](=O)[O-])c(C(=O)Nc2nccs2)n1	0	6	-28	16	3	-37	-6	-4.0	18	8	-8
COC(=O)c1ccccc1NC(=O)c1ccc2c(c1)CC(C)O2 (stereo unspecified)	x	-21	-215	-3	4	-68	-57	0.5	-21	-1	-3
CCC(CC)COC(=O)C1=C(C)NC(=O)NC1c1cccc([N+](=O)[O-])c1 (stereo unspecified)	-2	20	22	-2	3	10	19	-0.8	3	-3	-5
COC(=O)C1=C(C)C(c2cccs2)NC(=O)N1C (stereo unspecified)	3	2	-3	2	-4	-59	-4	6.6	2	-11	-3
COC(=O)N/N=C/c1cn(Cc2ccc(F)cc2)c2ccccc12	-4	-7	15	-3	-8	37	-31	-0.1	-4	12	1
CCOC(=O)c1cc(=O)n(Cc2ccccc2C)c2ccccc12	-1	26	-10	-9	-3	16	9	0.1	3	-4	-6
